ADAM10 inh = inhibitors of human ADAM10; inhibition, % at 7 µM; actives 0.62% (n = 370,000); recombinant ADAM10, EDANS/DABCYL FRET peptide cleavage, 3 h; O14672;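 active = inhibition above a per-campaign cutoff equal to the mean of compounds falling between control-based bounds plus 3 SD, cut at about 20% in these data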;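 also: 0% = DMSO wells while the 100% control is not disclosed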
HGIII-sPLA2 inh = Inhibits HGIII-sPLA2 liposome hydrolysis, primary screen. Q9NZ20. QFRET BODIPY PC-A2 liposome hydrolysis, fluorescence. inhibition, % at 12.2 µM. actives 0.56% (n = 370,000);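 active = inhibition above mean plus 3 SD of compounds lying within the high and low control bounds, cut at about 19% in these data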;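 also: 0% = median of test compound wells and 100% = no enzyme DMSO wells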
Target sequence (Q9NZ20 whole entry, looked up): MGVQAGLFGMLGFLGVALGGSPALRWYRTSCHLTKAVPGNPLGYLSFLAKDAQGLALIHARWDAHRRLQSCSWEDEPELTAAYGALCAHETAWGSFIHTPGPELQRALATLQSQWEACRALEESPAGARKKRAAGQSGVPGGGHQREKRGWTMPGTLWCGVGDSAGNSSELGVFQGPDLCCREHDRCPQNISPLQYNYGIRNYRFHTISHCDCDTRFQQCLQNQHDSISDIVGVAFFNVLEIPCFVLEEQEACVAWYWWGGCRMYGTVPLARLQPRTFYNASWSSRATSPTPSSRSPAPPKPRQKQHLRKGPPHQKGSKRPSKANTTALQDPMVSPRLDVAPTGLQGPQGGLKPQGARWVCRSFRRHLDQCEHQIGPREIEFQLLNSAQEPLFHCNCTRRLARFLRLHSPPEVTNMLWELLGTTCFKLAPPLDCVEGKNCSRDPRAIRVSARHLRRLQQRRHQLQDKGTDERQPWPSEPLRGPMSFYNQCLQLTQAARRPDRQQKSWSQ
DAX1 inh-1 = inhibits human nuclear receptor DAX1; AID 504766; P51843; inhibition, % at 6.75 µM; actives 0.99% (n = 340,000); HEK293 Gal4-DAX1 luciferase reporter, luminescence;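 active = inhibition above the mean over all tested compounds plus 3 SD, cut at about 4.2% in these data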;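 also: 0% = DAX1-transfected cells with DMSO and 100% = empty-vector control cells with DMSO; inhibition shows as a rise in luminescence from relieved DAX1 repression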
Target sequence (P51843 207-470 limits assumed): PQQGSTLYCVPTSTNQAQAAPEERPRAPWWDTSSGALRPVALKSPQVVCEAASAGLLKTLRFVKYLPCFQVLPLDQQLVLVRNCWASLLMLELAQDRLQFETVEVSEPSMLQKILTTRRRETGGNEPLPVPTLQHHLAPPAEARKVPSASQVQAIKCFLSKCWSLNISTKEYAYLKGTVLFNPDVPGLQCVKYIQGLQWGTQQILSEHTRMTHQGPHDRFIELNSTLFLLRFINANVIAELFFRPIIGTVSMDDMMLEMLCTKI
PLCb3 inh = blocks human PLC-beta3 enzyme activity; actives 0.18% (n = 370,000); Q01970; inhibition, % at 12.2 µM; Purified PLC-beta3, fluorogenic substrate, fluorescence; in the data active = inhibition above about 11%;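 also: 0% = median of compound wells on plate and 100% = full blocker control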
PLC-gamma1 inh = PLC-gamma1 (human) inhibition, primary screen; P19174; purified PLC-gamma1, fluorogenic substrate, fluorescence; inhibition, % at 12.2 µM; actives 0.84% (n = 370,000); in the data active = inhibition above about 9.5%
ssDAF12 agonist = activators of S. stercoralis DAF-12 nuclear receptor. HEK293 ssDAF-12/GRIP1 lit1-tk-luc reporter, luminescence; % of 3 µM dafachronic acid response. activation, % at 6.8 µM. actives 1% (n = 370,000). AID 652126;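 active = activation above the mean over all tested compounds plus 3 SD, cut at about 0.9% in these data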;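 also: 0% = DMSO-only wells and 100% = 3 µM delta7-dafachronic acid wells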
ADAM17 inh = ADAM17 inhibition, QFRET primary screen. P78536. recombinant ADAM17, EDANS/DABCYL FRET peptide cleavage. inhibition, % at 6.95 µM. actives 0.83% (n = 370,000);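 active = inhibition above the mean of compounds lying between control limits plus 3 SD, set per campaign, cut at about 8.5% in these data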;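 also: 0% = DMSO-only wells as the low control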
FXN GAA850 act = frataxin GAA850 promoter activation | HEK293 lucGAA850 FXN promoter luciferase reporter, 24 h; percent of 10 µM SAHA response | activation, % at 6 µM | actives 0.56% (n = 360,000);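 active = activation above the average of all compounds screened plus 3 SD, cutoff fixed separately per campaign, cut at about 7.5% in these data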;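 also: 0% = DMSO wells and 100% = 10 µM SAHA wells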
hgDAF12 agonist = hgDAF-12 agonism, primary luciferase screen; HEK293 GAL4-hgDAF12 UAS-luciferase reporter, agonist luminescence; normalized to butyrate control; activation, % at 6.8 µM; actives 1.8% (n = 370,000); AID 687014;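 active = activation above a cutoff set at the mean of all screened compounds plus 3 SD, cut at about 10% in these data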;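 also: 0% = DMSO wells and 100% = sodium butyrate wells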
hcDAF-12 act = activates DAF-12 receptor from parasite H. contortus; HEK293 hcDAF-12 lit1-tk-luc reporter, luminescence; 0% DMSO, 100% Δ7-dafachronic acid; activation, % at 6.8 µM; actives 1.4% (n = 370,000);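 active = activation above the mean of all tested compounds plus 3 SD, cut at about 5.5% in these data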;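 also: 100% = response to 3 µM Δ7-dafachronic acid high control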
DAX1 inh-2 = DAX1 (NR0B1) inhibition, primary screen | HEK293T StAR-luciferase reporter, SF-1/DAX-1 repression relief | inhibition, % at 6.8 µM | actives 1.1% (n = 370,000) | AID 652010;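 active = inhibition above the mean over all tested compounds plus 3 SD, cut at about 3.6% in these data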;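 also: 0% = DAX-1 cells with DMSO and 100% = cells lacking DAX-1 with DMSO; higher inhibition means more luminescence from relief of DAX-1 repression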
Numbers without * were called inactive; · = not tested or not shown. Outcome played no part in choosing rows. About 6.9% of those tested had a hit in this group.

SMILES	ADAM10 inh	HGIII-sPLA2 inh	DAX1 inh-1	PLCb3 inh	PLC-gamma1 inh	ssDAF12 agonist	ADAM17 inh	FXN GAA850 act	hgDAF12 agonist	hcDAF-12 act	DAX1 inh-2
COc1ccc(C(CC(=O)O)NC(=O)C(c2ccccc2)c2ccccc2)cc1 (centres undefined)	5	-3	-0.5	-1	1	0.1	-2	2.3	-2.5	-1.1	-0.5
COc1cc2cc(CN(Cc3cccnc3)C(=O)Nc3ccccc3F)c(=O)[nH]c2cc1OC	-176	7	2.2	-32	-16	-0.6	-54	0.3	-1.1	-0.5	-0.9
CC1=C(C(=O)N2CCOCC2)CC(CC(=O)NCc2ccco2)C(=O)N1Cc1ccccc1 (centres undefined)	-4	1	-0.2	2	-3	-0.8	-22	-1.1	1.5	-0.9	0.1
CC(C)OC(=O)CNc1n[nH]c(=S)[nH]c1=O	1	3	-1.0	-4	5	-2.1	-3	1.7	-3.5	0.5	-0.3
CCOCC(=O)Nc1ccc(OCc2ccccc2)cc1	7	1	0.9	-1	1	-1.0	3	4.0	7.3	-0.3	0.5
C=CCn1c(Cc2cccs2)nnc1SCC(=O)Nc1ccc(OC)cc1	-3	-6	2.5	-2	-2	-1.6	-3	-1.8	0.0	-1.4	-0.3
CCOC(=O)c1cnc2ccc(Br)cc2c1NCCCN1CCOCC1	-2	-3	-0.6	-6	2	-1.7	-4	2.1	0.2	-1.3	0.1
Cc1cc(NC(=O)CSc2n[nH]c(-c3ccc(Cl)cc3Cl)n2)no1	-17	-1	0.2	-7	0	-1.4	1	1.5	-0.4	-1.6	-0.9
CCOc1ccc(S(=O)(=O)N(C)c2ccc(OCC(=O)NCCc3ccc(OC)cc3)cc2)cc1	1	-3	0.2	-3	-2	-1.1	2	0.2	1.6	-0.2	-0.3
COc1ccc(S(=O)(=O)N2CCC(CN3C(=O)c4cccc5cccc(c45)C3=O)CC2)cc1	-6	4	0.7	6	4	-2.0	-2	1.6	0.7	-3.0	-1.1
COc1cc(CNc2ncnc3c2ncn3[C@H]2CN(Cc3ccco3)C[C@@H](CO)O2)cc(OC)c1OC	-6	4	·	3	0	-0.7	-1	-1.0	1.9	-1.3	1.6
CCn1c(SCC(=O)NC2CC2)nnc1-c1ccccn1	5	2	0.0	-1	-5	0.1	1	2.6	-2.4	-1.3	1.1
CC(C(=O)NCCc1ccc(S(N)(=O)=O)cc1)N1C(=O)CC(C)(C)Sc2ccccc21 (centres undefined)	5	-5	0.4	-4	1	-0.6	-1	1.0	1.2	-1.8	-0.5
C#CCN([C@@H](C)C(=O)OCC)S(=O)(=O)c1ccc(Br)cc1F	-1	7	·	-1	-1	0.4	-1	·	3.5	-0.2	-0.9
Cc1ccc(N2CC(C(=O)NCCCn3ccnc3)CC2=O)cc1 (centres undefined)	-12	6	-0.5	7	1	-1.3	-5	1.3	0.8	-1.7	-0.1
CCCn1c(SCC(=O)NC2CCCC2)nnc1-c1cccnc1	-2	1	1.2	0	6	-1.3	0	-0.4	-0.7	-0.2	0.4
Cc1ccc(-c2csc(/C(C#N)=C/Nc3ccccc3SC(F)(F)F)n2)cc1	-4	-1	-0.7	2	2	-1.6	-3	1.8	4.0	0.1	0.0
COc1ccccc1NC(=O)CSC1=NCCN1	3	-4	-0.4	6	-1	-0.7	-3	4.5	5.2	1.8	0.1
COc1ccc(S(=O)(=O)Nc2ccc(S(=O)(=O)Nc3ccc(F)cc3)cc2)cc1C	5	-125	-0.1	-2	0	-0.8	5	0.4	-1.0	-0.9	0.1
O=C(Cc1cccs1)Nc1ccc(S(=O)(=O)Nc2ncccn2)cc1	1	4	1.4	-8	-7	-0.9	-6	0.5	1.3	-2.2	-0.1
CC(NC(=O)CSc1nc2c(c(C(F)(F)F)n1)CCc1ccccc1-2)c1ccccc1 (centres undefined)	0	6	-0.8	2	3	-1.3	-5	-0.8	1.1	0.3	0.3
COC(=O)c1ccc2nc(C3CCCCC3)c3c(c2c1)CCC3	2	4	0.8	6	3	-1.3	5	1.0	-0.6	-0.8	-0.1
COc1ccc(/C=C/C(=O)N2c3ccccc3Sc3ccc(C(F)(F)F)cc32)cc1	-6	12	0.3	-2	-2	-1.1	-2	-0.1	4.1	-0.4	-0.3
CC(C)(C)C(=O)/C(=C/c1ccncc1)n1cncn1	-4	12	-4.3	-3	-3	-2.4	-4	-15	-0.6	-3.6	-3.2
O=C(Oc1coc(CSc2nnc(NC(=O)C3CC3)s2)cc1=O)c1c(F)cccc1F	-4	-35	0.6	-5	1	-1.1	-5	1.6	0.1	-1.4	0.3
Continued:
SMILES	ADAM10 inh	HGIII-sPLA2 inh	DAX1 inh-1	PLCb3 inh	PLC-gamma1 inh	ssDAF12 agonist	ADAM17 inh	FXN GAA850 act	hgDAF12 agonist	hcDAF-12 act	DAX1 inh-2
Nc1cccn2c(-c3ccc(Cl)c(Cl)c3)cnc12	-88	-5	3.5	-47	-39	1.1*	-26	12*	9.6	9.5*	4.0*
CCN(CC)c1ncnc2sc3c(c12)CCC3	4	2	-1.4	-3	-4	-1.6	-3	1.8	-2.3	-2.5	-1.0
CCOC(=O)[C@]12CCC=C1N(Cc1ccco1)C(=O)[C@H](CC(=O)NCC1CCCCC1)C2	-6	-10	·	0	1	-1.4	-2	·	0.0	-1.4	-0.7
OCCN1CCN(c2ncnc3c2ncn3[C@H]2CN(Cc3ccc(F)cc3)C[C@@H](CO)O2)CC1	-3	-1	·	-1	-4	-0.2	-2	1.3	0.6	-2.2	0.3
O=C(CN1CCN(CC(=O)c2ccc(Cl)cc2)CC1)c1ccc(Cl)cc1	-26	-10	-0.2	-17	-9	-1.2	-11	1.4	-0.2	1.4	-1.0
O=C(Nc1nccs1)C(NS(=O)(=O)c1ccc(Br)s1)c1ccccc1 (centres undefined)	6	-13	1.1	3	2	-0.6	-1	-2.1	1.6	-0.9	0.1
O=C(Cc1ccc(-n2c(=O)[nH]c3ccsc3c2=O)cc1)N1CCN(c2ccc(Cl)cc2)CC1	3	-4	-0.4	1	2	-1.4	2	0.4	1.5	-3.9	-0.3
COc1ccc(Cl)cc1C(=O)N/N=C/c1ccc(N2CCOCC2)cc1	-11	2	-1.8	-183	-150	-1.1	-3	1.3	-0.5	-0.2	-0.2
CCN1CC=C2C(C#N)=C(N)C(C#N)(C#N)[C@H](c3cccc(OC)c3OC)[C@H]2C1	-268	-11	-0.5	-289	-189	-2.0	-92	-0.2	-0.7	0.5	-0.7
COc1ccc(CC(=O)N/N=C(\C)c2ccc(Br)s2)cc1	2	0	-1.2	-6	1	-1.8	-2	-0.1	-1.8	-1.0	0.2
COCC(=O)N(C)C1(c2nnnn2CCOC(=O)Nc2ccc(Cl)cc2)CCCCC1	-5	-2	0.2	1	1	-1.5	0	1.1	-1.9	0.3	0.1
CC(=O)Nc1ccc(NC(=O)C(C)OC(=O)c2ccccc2NS(=O)(=O)c2cccs2)cc1 (centres undefined)	-6	-7	0.3	-15	-4	-1.3	-5	0.5	1.4	-3.1	0.1
CCCN(CC(=O)Nc1ccccc1C)C(=O)c1cc2ccccc2oc1=O	-13	2	2.0	-2	6	-0.4	-7	-1.8	1.2	-1.2	-0.2
COc1ccc(C(=O)NCCSCc2ccccc2Cl)cc1OC	3	-6	1.8	-5	0	-1.6	1	1.0	-3.3	-2.3	-0.6
O=C(CC1C(=O)NCCN1Cc1ccccc1)NCCCOc1cccnc1 (centres undefined)	-21	3	0.9	-24	-12	-0.8	-10	2.0	0.6	14*	1.3
CN(C)c1oc(COc2ccc(F)cc2)nc1C#N	2	0	-0.6	7	6	-2.1	4	3.0	-0.5	-0.3	0.1
COc1ccc(CC(=O)OCC(=O)Nc2ccc3c(c2)OCO3)cc1	4	-5	-0.9	-5	-1	-1.2	-1	-1.3	-1.9	0.6	-0.1
CCOCCCNC(=O)c1ccc2c(c1)N(Cc1ccccc1)C(=O)CS2=O (centres undefined)	-2	0	0.1	0	1	-1.9	-2	1.0	0.7	0.2	0.3
COc1ccccc1CCNC(=O)CCSc1nc(-c2ccco2)cc(C(F)(F)F)n1	4	6	-0.8	-8	-7	-1.4	7	-0.4	-3.0	-2.5	-0.1
Oc1ccc(/C=N/n2c(COc3ccccc3)n[nH]c2=S)c(O)c1	-2	4	0.9	-11	-3	-0.3	-1	-0.1	0.9	0.5	-0.3
CCOC(=O)N1CCN(c2cc(=O)n(-c3ccc(Br)cc3)c(=O)[nH]2)CC1	-11	6	0.2	-5	-2	-0.7	-5	0.2	0.9	0.8	0.8
O=C(NCc1ccccc1Cl)C1CCN(c2cnccn2)CC1	-28	0	1.2	-27	-21	-1.8	-7	2.2	-2.8	-0.2	0.4
Cc1ccc(OCC(=O)Nc2ccccc2N2CCOCC2)c(C)c1	2	-1	0.4	1	4	-1.0	2	0.7	1.3	-3.0	0.5
O=C(N/N=C/c1ccc(O)cc1)c1nc(-c2ccccc2)n(-c2ccccc2)n1	7	-5	-0.8	-33	-25	-1.7	4	-0.8	4.3	-1.5	0.4
CCCCOc1ccc(C(=O)NC2CCCCN(CCC)C2=O)cc1 (centres undefined)	-3	-3	·	2	0	-1.4	-2	·	5.6	-0.2	-0.7

Fetched one by one from above:
SMILES	ADAM10 inh	HGIII-sPLA2 inh	DAX1 inh-1	PLCb3 inh	PLC-gamma1 inh	ssDAF12 agonist	ADAM17 inh	FXN GAA850 act	hgDAF12 agonist	hcDAF-12 act	DAX1 inh-2
CCOC(=O)[C@]12CCC=C1N(Cc1ccco1)C(=O)[C@H](CC(=O)NCC1CCCCC1)C2	-6	-10	·	0	1	-1.4	-2	·	0.0	-1.4	-0.7
COc1ccc(C(=O)NCCSCc2ccccc2Cl)cc1OC	3	-6	1.8	-5	0	-1.6	1	1.0	-3.3	-2.3	-0.6

(list continues)
SMILES	ADAM10 inh	HGIII-sPLA2 inh	DAX1 inh-1	PLCb3 inh	PLC-gamma1 inh	ssDAF12 agonist	ADAM17 inh	FXN GAA850 act	hgDAF12 agonist	hcDAF-12 act	DAX1 inh-2
COc1ccc(-c2nc(SC)n(S(=O)(=O)c3ccccc3)n2)cc1	3	2	-0.4	-5	-3	1.0*	-2	2.0	5.1	-0.2	1.4
Cc1ccccc1N(C(=O)c1csnn1)C(C(=O)NC(C)(C)C)c1cccs1 (centres undefined)	-11	3	-0.3	2	1	0.1	2	-0.3	5.6	1.2	0.0
O=C(C(=O)N1CCC(CNC(=O)C2COc3ccccc3O2)CC1)c1cccs1 (centres undefined)	-2	8	·	-3	1	-0.8	-5	·	2.0	-1.7	-0.7
O=C(NCc1ccc(/C=N\NC(=O)C(=O)Nc2ccccc2Br)o1)C(=O)Nc1ccccc1	-2	-9	-0.2	-8	0	-1.5	1	-0.1	0.6	0.6	0.2
CC(=O)ONC(=Nc1ccccc1)c1nonc1N	-8	10	5.2*	-9	-2	-1.2	-7	0.9	2.2	-0.7	0.2
CCCN(CCC)C(=O)Cn1c2ccccc2c2nc(=O)cc(C)n21	-15	-1	-0.8	-5	-3	1.1*	1	-0.1	-0.7	4.4	0.6
O=C(O)c1ccc(C#Cc2cccc(F)c2)cn1	26*	10	·	-1	-1	-0.8	-3	·	0.5	-2.0	-0.8

Screens as filed in PubChem.
